Assay outcomes (PubChem)
TNF necrop inh: TNF-alpha cell death inhibition in Jurkat FADD-/- cells; Jurkat FADD-/- TNF necroptosis rescue, ATP luminescence, 24 h; 0 = TNF only, 100 = no-TNF cells; activation (protection from cell death), % at 10 µM; 220,000 compounds, 0.068% hits;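 active = activation, meaning protection from cell death, of at least 50% relative to plate controls; inactive = activation below 50%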;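 also: necroptosis triggered by 40 ng/mL TNF-alpha added together with compound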
PERK inh: inhibitors of human PERK kinase; CHO PERK-DD fusion, SEAP luminescence translation reporter; inhibition, % at 5.6 µM; Q9NZJ5; 220,000 compounds, 0.17% hits;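 active = inhibition above the mean inhibition of all tested compounds plus 3 SD, set separately per screening campaign, cut at about 2.9% in these data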;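 also: PERK kinase domain activated by AP20187 dimerizer at 100 nM; 0% = DMSO with dimerizer and 100% = rapamycin at 8.4 µM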
Target sequence (Q9NZJ5 whole entry, looked up, the tested form may be a part): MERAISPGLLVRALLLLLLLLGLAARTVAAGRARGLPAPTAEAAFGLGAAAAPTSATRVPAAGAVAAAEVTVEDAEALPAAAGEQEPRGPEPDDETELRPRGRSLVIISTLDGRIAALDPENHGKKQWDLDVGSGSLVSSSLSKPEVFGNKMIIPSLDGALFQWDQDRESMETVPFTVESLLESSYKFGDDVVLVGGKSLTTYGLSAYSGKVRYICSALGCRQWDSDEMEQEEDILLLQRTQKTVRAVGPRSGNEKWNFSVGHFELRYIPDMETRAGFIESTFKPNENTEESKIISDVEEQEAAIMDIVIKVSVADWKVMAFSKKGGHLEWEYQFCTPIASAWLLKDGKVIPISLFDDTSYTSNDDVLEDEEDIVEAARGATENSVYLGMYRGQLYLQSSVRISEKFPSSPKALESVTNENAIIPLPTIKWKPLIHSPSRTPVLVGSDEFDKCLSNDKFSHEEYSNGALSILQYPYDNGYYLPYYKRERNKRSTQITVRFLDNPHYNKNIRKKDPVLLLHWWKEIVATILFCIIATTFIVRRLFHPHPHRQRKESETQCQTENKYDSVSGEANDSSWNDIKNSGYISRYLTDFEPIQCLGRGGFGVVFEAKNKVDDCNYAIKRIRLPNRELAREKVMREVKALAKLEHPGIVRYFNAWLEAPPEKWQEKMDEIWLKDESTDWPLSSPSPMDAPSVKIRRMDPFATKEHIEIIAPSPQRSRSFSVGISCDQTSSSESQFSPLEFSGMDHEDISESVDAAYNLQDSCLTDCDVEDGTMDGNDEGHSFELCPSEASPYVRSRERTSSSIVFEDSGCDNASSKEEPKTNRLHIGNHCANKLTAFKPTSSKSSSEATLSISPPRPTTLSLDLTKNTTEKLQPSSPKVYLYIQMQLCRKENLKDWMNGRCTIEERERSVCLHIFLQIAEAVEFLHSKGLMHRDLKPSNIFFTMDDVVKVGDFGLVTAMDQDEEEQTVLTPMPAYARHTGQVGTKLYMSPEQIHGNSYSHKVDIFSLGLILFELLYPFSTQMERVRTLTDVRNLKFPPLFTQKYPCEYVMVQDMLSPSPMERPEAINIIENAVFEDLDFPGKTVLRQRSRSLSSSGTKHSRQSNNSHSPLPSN
EP2 mod: modulators of human EP2 prostaglandin E2 receptor. P43116. EP2-expressing cells, cAMP HTRF FRET, PGE2 co-stimulation. induction, % at 25 µM. 260,000 compounds, 0.83% hits. AID 940;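 active = compounds whose cAMP rise, as percent of the full-agonist control response, exceeds 60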;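 also: rat C6 glioma line stably carrying human EP2 under a CMV promoter; the protocol text gives 20 µM as final concentration; 100% = response of wells given 1 µM PGE2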
EP2 antag: inhibitors of human EP2 prostaglandin E2 receptor; P43116; C6 glioma cells expressing human EP2, cAMP TR-FRET; cells stimulated with saturating PGE2; inhibition, % at 25 µM; 260,000 compounds, 0.52% hits; AID 1422;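 active = percent inhibition above 40 after rounding to a whole number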;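 also: rat C6 glioma host cells with rolipram phosphodiesterase inhibitor present; the protocol text gives 20 µM as final concentration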
RBBP9 inh: human RBBP9 hydrolase inhibition | O75884 | recombinant RBBP9, FP-Rh probe fluorescence polarization | inhibition, % at 7.94 µM | 220,000 compounds, 0.2% hits;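 active = inhibition above the campaign mean of all tested compounds plus 3 SD, cut at about 14% in these data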;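 also: plate controls were DMSO wells with RBBP9 for no effect and wells lacking RBBP9 protein for full effect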
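Controls: DMSO-treated enzyme wells and wells lacking RBBP9 | Material: RBBP9 protein | Technique: Fluorescence polarization | Replication: Single well per compound, no replicates | Buffer or medium: Tris-NaCl-Pluronic buffer, pH 8.0 | Timing: 30 min compound preincubation, 45 min probe labeling, 25 °C | Read-out basis: Percent inhibition from mP, scaled between DMSO and no-protein wells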
L929 necroptosis: L929 zVAD cell death inhibition; L929 zVAD necroptosis rescue, ATP luminescence, 24 h; with zVAD 60 µM; 220,000 compounds, 0.38% hits; viability rescue, % at 10 µM;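 active = activation, scaled between plate controls, above about 75%, limit read from the data; inactive = activation under that limit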;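 also: 0% = zVAD with DMSO and 100% = DMSO alone without zVAD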
Runt-CBFb FRET: inhibitors of human RUNX1 Runt domain binding to CBFb; Cerulean-Runt/Venus-CBFb FRET ratio 530/480, 1 h; inhibition, % at 20 µM; 220,000 compounds, 0.46% hits; AID 1496;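 active = inhibition over about 50% at 20 µM in the single-dose screen, limit read from the data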;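 also: 0% = DMSO wells and 100% = excess unlabeled CBFb competitor control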
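Schedule: protein complex preformed 1 h, compound exposure 1 h, room temperature, dark; test system: Cerulean-labeled Runt domain protein; amount: 100 nM per protein; buffer or medium: Tris 50 mM pH 7.5, KCl, K2SO4, 0.01% BSA; read-out: loss of energy transfer signal; detection: FRET fluorescence; controls: 5 µM unlabeled CBFb as full-inhibition high control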
Runt-SMMHC FRET: Runt domain-CBFb-SMMHC interaction inhibition; 220,000 compounds, 0.74% hits; inhibition, % at 20 µM; Cerulean-Runt/Venus-CBFb-SMMHC FRET ratio 530/480, 1 h; Q01196+Q13951;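 active = mean inhibition across duplicate retests at 20 µM reaching about 50%, limit read from the data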;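 also: 0% = DMSO wells and 100% = wells with excess untagged CBFb-SMMHC; inhibitors lower the FRET ratio by blocking Runt binding to CBFb-SMMHC; some results filed as inactive read as strong as hits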
Hck-Nef inh: inhibitors of human Hck kinase activated by Nef; P08631; Recombinant Hck-YEEI plus Nef, Z-Lyte FRET kinase assay; inhibition, % at 20 µM; 220,000 compounds, 0.68% hits;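 active = Hck-Nef kinase inhibition above about 50%, limit read from the data; inactive = inhibition below that limit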;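 also: 0% = DMSO with Hck plus Nef and 100% = Hck alone without Nef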
Starred values were filed as active, the others as inactive; x = not tested or not shown; & = joins results of further samples. A portion of the library; count on the stated rates, not on these rows.

SMILES | TNF necrop inh | PERK inh | EP2 mod | EP2 antag | RBBP9 inh | L929 necroptosis | Runt-CBFb FRET | Runt-SMMHC FRET | Hck-Nef inh
COc1ccc(F)cc1S(=O)(=O)NC1CCCCCC1 | 1.6 | 0.0 | -5 | x | 0 | 0.6 | 2 | -2 | 1
COc1ccc(CCNC(=O)Cn2c([N+](=O)[O-])cnc2C)cc1OC | 0.4 | 1.0 | 3&20 | 6&7 | -8 | 4.3 | -1 | -1 | 20
CC(=O)Cc1nsc(NC(=O)c2cn(-c3ccccc3)nc2-c2ccc(Br)cc2)n1 | -0.1 | 0.7 | -1 | 10 | -5 | -0.8 | -2 | -1 | -16
Cn1c(/N=C/c2cc(Cl)ccc2O)nc2ccccc21 | -4.5 | -0.2 | 13 | 9 | -3 | 0.0 | 2 | -6 | 2
O=c1cc(N2CCOCC2)[nH]c(=O)n1-c1ccc(Cl)cc1 | -0.1 | 1.2 | 18 | 12 | -8 | 0.7 | 0 | 1 | 0
CCOC(=O)C1=C(Cc2ccc(OC)cc2)C(=O)c2ccccc2C1=O | -21 | 0.4 | -8 | x | -5 | -0.9 | 17 | -2 | -8
COCCNC(=O)C(=O)N/N=C(\C)CC(=O)Nc1cccc(C(F)(F)F)c1 | 1.7 | 0.4 | -2 | -1 | -7 | 1.4 | 0 | 1 | 21
CCNc1nc(Oc2ccc(OC)cc2)cc(C(F)(F)F)n1 | -2.6 | 1.0 | 35 | 18 | -2 | -0.3 | 2 | -1 | 5
COc1cccc(-c2ccc(=O)n(CC(=O)Nc3ccc(S(=O)(=O)NCC(C)C)cc3)n2)c1 | 1.1 | -0.1 | -37 | 9 | -8 | 1.0 | -1 | 2 | 28
CCOC(=O)c1cnc(-n2nc(C)cc2C)nc1NC(C)c1ccccc1 (stereo not given) | -2.4 | -0.6 | 56 | 11 | -7 | -0.8 | -4 | -6 | -6
CN(C)S(=O)(=O)c1ccc(NC(=O)c2ccc(Br)o2)cc1 | 0.6 | 0.0 | -10 | 11 | -2 | -0.4 | 1 | -1 | -1
CCOC(=O)C1(C)/C(=N/Nc2ccccc2OC)C(=O)C(=O)N1c1ccccc1 (stereo not given) | -3.1 | -1.2 | 27 | 4 | -3 | 0.3 | 6 | -2 | 16
COc1ccc(-c2csc(N3N=C(C)C(C)C3=O)n2)cc1 (stereo not given) | 1.7 | 0.6 | -22 | 0 | -2 | -0.1 | -2 | -1 | 20
CCCCn1c(SCC(=O)Nc2cc(C)[nH]n2)nc2ccsc2c1=O | -4.8 | 0.6 | -16 | 11 | 3 | 1.6 | -1 | -1 | 1
CC(CNC(=O)COc1ccccc1)OC(=O)Nc1ccc(Cl)c(Cl)c1 (stereo not given) | 2.0 | 0.4 | -11 | 11 | -15 | 2.7 | -1 | 0 | 2
N/C(=N\OC(=O)COc1ccc(Br)cc1Cl)c1cccnc1 | 1.2 | 0.7 | -7 | 11 | -8 | -0.3 | -11 | -2 | 4
NC(=O)c1cccc2ccccc12 | 2.8 | 2.1 | 7 | 9 | 3 | 1.9 | 0 | -3 | 11
C/C(CC(=O)N1CCN(C=O)CC1)=N\NC(=O)c1ccc(Cl)cc1 | 1.4 | 0.3 | 4 | 12 | -10 | 3.5 | 1 | -4 | 17
COc1ccccc1OCC(=O)Nc1oc(-c2ccccc2)c(-c2ccccc2)c1C#N | -1.5 | 0.8 | 25 | 10 | -10 | -0.1 | -1 | 1 | -1
CCCn1c(N)nc2ccccc21 | 0.6 | 0.0 | 0 | 12 | -8 | 0.0 | 0 | 3 | -16
C=CCC1(CC=C)CCCN1Cc1nc(COc2ccccc2)no1 | -0.6 | -0.6 | 29 | 6 | -7 | -0.2 | -3 | 3 | -12
Cc1ccc(N2CCN(C(=O)c3ccccc3F)CC2)c(C)c1 | -4.0 | 0.8 | 35 | 11 | 1 | -0.3 | -4 | 0 | 19
O=c1nc(SCc2ccccc2Cl)nc(-c2ccc(Cl)cc2)[nH]1 | 0.5 | 0.1 | 3 | 8 | -8 | 1.9 | -2 | -1 | 26
O=C(NCCCn1ccnc1)c1ccncc1 | -0.4 | 1.7 | 6 | 2 | -10 | 0.3 | 4 | -1 | 11
CCOc1ccc(C(NC(C)=O)c2ccc(OC)c(OC)c2)cc1 (stereo not given) | 0.5 | 0.1 | 16 | 10 | -11 | 7.5 | 0 | -6 | -9
O=C(N/C(=C/c1cccnc1)C(=O)N1CCOCC1)c1ccccc1Cl | 0.8 | 0.3 | 0 | 4 | -11 | -0.2 | 0 | 0 | 0
Brc1ccc(OCc2ccccc2)c(CNCc2ccncc2)c1 | -12 | -0.9 | -2 | 2 | -3 | -0.4 | 0 | -3 | 1
Cc1cc(=O)n2[nH]c(N)c(N=Nc3ccccc3F)c2n1 | 0.5 | 0.6 | -6 | 2 | -2 | 0.6 | -5 | -4 | 2
CSc1cccc(NC(=O)c2ccccn2)c1 | -0.8 | 1.1 | -39 | 4 | 2 | -0.5 | 0 | -1 | 9
Cc1cc(C(=O)CSc2nn(-c3ccccc3)c(=S)s2)c(C)n1Cc1ccco1 | -2.1 | 0.0 | 11 | 8 | -12 | -0.1 | 19 | -1 | 2

Whole records from above. Values in the order: TNF necrop inh, PERK inh, EP2 mod, EP2 antag, RBBP9 inh, L929 necroptosis, Runt-CBFb FRET, Runt-SMMHC FRET, Hck-Nef inh
Record of Brc1ccc(OCc2ccccc2)c(CNCc2ccncc2)c1 = -12, -0.9, -2, 2, -3, -0.4, 0, -3, 1
Record of CCCn1c(N)nc2ccccc21 = 0.6, 0.0, 0, 12, -8, 0.0, 0, 3, -16

Next compounds.
SMILES | TNF necrop inh | PERK inh | EP2 mod | EP2 antag | RBBP9 inh | L929 necroptosis | Runt-CBFb FRET | Runt-SMMHC FRET | Hck-Nef inh
Cc1ccc(C)c(NC(=O)CCn2nc(C)cc2C)c1 | 3.1 | 0.8 | 26 | 5 | -5 | 1.3 | 0 | 3 | -9
COc1cc(SC)ccc1C(=O)N1CCN(c2ccc(O)cc2)CC1 | -6.5 | 0.6 | -47 | 7 | -1 | 1.1 | 30 | 28 | 28
Cn1c(Cc2ccccc2)nnc1SCc1ccc(C(=O)O)cc1 | 1.5 | 0.3 | 19 | 7 | -9 | 0.8 | 0 | -1 | 0
CCOC(=O)C1=NNC2C(=O)N(CC)C(=O)C12 (stereo not given) | 0.8 | -0.6 | -1 | 10 | 5 | 0.1 | -1 | -2 | 1
CCn1c(NC(=O)c2cccc(Cn3cc(Cl)cn3)c2)nc2ccccc21 | 1.5 | -1.6 | 54 | 7 | -8 | 0.6 | x | -1 | 16
COC(=O)CC(NC(=O)C1CC1)c1ccc2c(c1)OCO2 (stereo not given) | 0.2 | 1.7 | 10 | 8 | 0 | 1.4 | 2 | 0 | 26
Cc1oc(C(=O)O)cc1COc1cccc2cccnc12 | -1.5 | 1.1 | 26 | 6 | -4 | 0.4 | -1 | -1 | 0
Cc1cc(N)n(-c2ncnc3scc(-c4ccc(Cl)cc4)c23)n1 | -2.5 | -0.3 | -45 | 11 | -5 | -0.4 | 1 | -6 | 6
CN1CCN(C(=O)CCc2ccc(S(=O)(=O)NC3CCCCC3)cc2)CC1 | 0.2 | -0.3 | -30 | 8 | -2 | 0.4 | x | 0 | -6
CC(C)CNC(=S)NC(=O)c1ccc(Cl)cc1Cl | 2.1 | 0.8 | -2 | 9 | -2 | -0.1 | -2 | -2 | 6
Cc1cccc(CSc2nc3ccncc3n2CC(=O)Nc2ccc(C)c(C)c2)c1 | 0.9 | -0.5 | -21 | 10 | -2 | x | -1 | 1 | -4
O=C1CCC/C(=N\NC(=O)c2ccc(NS(=O)(=O)c3ccc(Br)cc3)cc2)C1 | 1.1 | 1.1 | 26 | 15 | -5 | 0.9 | 0 | 4 | 0
CCc1cc2c(CN3CCN(C)CC3)cc(=O)oc2cc1O | 0.2 | 0.6 | 33 | 19 | -6 | 0.7 | 18 | 57* | 29
CC(=NC1CC1)C1=C(O)c2ccccc2C1=O | 0.2 | -0.4 | -16 | 5 | -8 | 1.2 | 2 | 1 | 3
CC1(C)N=C(c2ccccc2)C(=O)N1 | 1.1 | -0.1 | 13 | 13 | -4 | 0.3 | 2 | 1 | -2

Reformatted: entries from further up
mol,TNF necrop inh,PERK inh,EP2 mod,EP2 antag,RBBP9 inh,L929 necroptosis,Runt-CBFb FRET,Runt-SMMHC FRET,Hck-Nef inh
COC(=O)CC(NC(=O)C1CC1)c1ccc2c(c1)OCO2 (stereo not given),0.2,1.7,10,8,0,1.4,2,0,26
Cc1oc(C(=O)O)cc1COc1cccc2cccnc12,-1.5,1.1,26,6,-4,0.4,-1,-1,0

Continued.
SMILES | TNF necrop inh | PERK inh | EP2 mod | EP2 antag | RBBP9 inh | L929 necroptosis | Runt-CBFb FRET | Runt-SMMHC FRET | Hck-Nef inh
CCc1cc2c(=O)c(-c3nc4ccccc4n3C)c(C)oc2c(CN(CC)CC)c1O | -1.0 | -0.6 | 18 | 2 | -4 | -0.3 | -1 | 3 | 0
CCOC(=O)C(=NC1CCS(=O)(=O)C1)NNc1cc(Cl)ccc1Cl (stereo not given) | 6.0 | 0.4 | -2 | 4 | 0 | 0.7 | -2 | -1 | 17
CCC(C)Sc1nc2ccccc2n1CC(=O)O (stereo not given) | 1.0 | 0.0 | -1 | 7 | 0 | 0.7 | -2 | -4 | -1
COc1ccc(N(Cc2ccco2)C(=O)c2ccccc2F)cc1OC | -1.5 | -1.0 | 1 | 8 | 0 | -0.1 | -1 | 1 | 1
Cc1ccc(S(=O)(=O)NCCNC(=O)c2ccccc2)cc1 | 2.4 | -0.8 | 8 | 4 | -8 | -0.8 | 1 | -2 | -7
CC(C)c1ccc(/C=N/NC(=O)c2ccccc2Cl)cc1 | -6.2 | 0.6 | -3 | 9 | -9 | 1.1 | -4 | 0 | 3
O=C(NCCCCCNC(=O)c1ccco1)c1ccco1 | -1.2 | -0.6 | -18&-22 | 9&13 | -10 | 0.8 | 3 | 0 | -1
Cc1sc(NC(=O)CSc2nc(N)n(CC(=O)c3ccccc3)n2)c(C#N)c1C | -0.9 | -1.0 | -38&-72 | 17&9 | -6 | -0.1 | -1 | -2 | 1
Cc1nn(C(C)C)c(C)c1CN1CCCC(C(=O)c2cccc(OC(C)C)c2)C1 (stereo not given) | -0.6 | -0.6 | -22 | 5 | -11 | -0.6 | -1 | 0 | 12

Reprinted at random: two compounds from above
SMILES | TNF necrop inh | PERK inh | EP2 mod | EP2 antag | RBBP9 inh | L929 necroptosis | Runt-CBFb FRET | Runt-SMMHC FRET | Hck-Nef inh
Cc1cc(C(=O)CSc2nn(-c3ccccc3)c(=S)s2)c(C)n1Cc1ccco1 | -2.1 | 0.0 | 11 | 8 | -12 | -0.1 | 19 | -1 | 2
Cn1c(Cc2ccccc2)nnc1SCc1ccc(C(=O)O)cc1 | 1.5 | 0.3 | 19 | 7 | -9 | 0.8 | 0 | -1 | 0
